# Assay outcomes from PubChem.
# MEP2-GFP yeast: modulators of MEP2-GFP levels in yeast, primary screen, S. cerevisiae, multiplex flow cytometry, MLPCN library; S. cerevisiae MEP2-GFP strain, 3 h; 100% = DMSO control level; GFP response vs DMSO, % at 10 µM; 330,000 compounds, 0.51% hits;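 active = GFP response versus DMSO above a set limit, roughly screen mean plus 3 SD, cut at about 180% in these data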;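 also: median GFP fluorescence of the barcode-gated MEP2-GFP cells per well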
# RPL19A-GFP yeast: RPL19A-GFP expression modulators in yeast, primary screen, cell-based, S. cerevisiae, multiplex flow cytometry, MLPCN; S. cerevisiae RPL19A-GFP strain, 3 h; active compounds read low; percent response vs DMSO, % at 10 µM; 330,000 compounds, 0.3% hits; AID 2025, 2009;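 active = percent response vs DMSO below 50%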;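 also: median channel GFP fluorescence of the barcoded RPL19A-GFP strain; ratio of sample median GFP to plate DMSO average so 100% = DMSO; lower means less RPL19A-GFP as with rapamycin TOR inhibition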
# LAP4 TOR yeast: modulators of LAP4-GFP expression in yeast, primary screen, S. cerevisiae, multiplex flow cytometry, MLPCN library | 3 h; median GFP as percent of DMSO wells | 320,000 compounds, 0.34% hits | GFP response vs DMSO, % at 10 µM;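 active = GFP response vs DMSO above a set limit, about the screen mean plus 3 SD, cut at about 150% in these data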
# procasp3 activ: activators of human procaspase-3 D3A mutant, primary screen, biochemical, absorbance, PC-3 D3A mutant, single concentration. recombinant procaspase-3 D3A, Ac-DEVD-pNA absorbance 405 nm. Caspase-3 (Homo sapiens), P42574. 330,000 compounds, 0.11% hits. activation, % at 8.5 µM;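 active = activation above the mean of all tested compounds plus 3 SD, cut at about 21% in these data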;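 also: 0% = DMSO alone and 100% = DMSO wells spiked with extra 5 µM PC-3 D3A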
#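 Assay system – Procaspase-3 D3A mutant · Benchmarks – DMSO low control, extra-enzyme high control · Technique – 405 nm absorbance of p-nitroaniline, reads at 0 and 120 min · Doses – 8.5 µM nominal · Measure – % activation between DMSO and enzyme-spiked controls · Also added – Ac-DEVD-pNA chromogenic peptide substrate · Schedule – 1 h compound preincubation, 2 h substrate hydrolysis at 25 °C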
# AHR activator: AHR activators, primary screen, cell-based, luminescence, luciferase reporter, human | Aryl hydrocarbon receptor (Homo sapiens), P35869 | AHR-responsive luciferase reporter cells | activation, % at 5 µM | 320,000 compounds, 2.5% hits | AID 2796, 2010; in the data active = activation above about 47%;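 also: 0% = vehicle wells and 100% = reference agonist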
# Target sequence (P35869 whole entry, looked up): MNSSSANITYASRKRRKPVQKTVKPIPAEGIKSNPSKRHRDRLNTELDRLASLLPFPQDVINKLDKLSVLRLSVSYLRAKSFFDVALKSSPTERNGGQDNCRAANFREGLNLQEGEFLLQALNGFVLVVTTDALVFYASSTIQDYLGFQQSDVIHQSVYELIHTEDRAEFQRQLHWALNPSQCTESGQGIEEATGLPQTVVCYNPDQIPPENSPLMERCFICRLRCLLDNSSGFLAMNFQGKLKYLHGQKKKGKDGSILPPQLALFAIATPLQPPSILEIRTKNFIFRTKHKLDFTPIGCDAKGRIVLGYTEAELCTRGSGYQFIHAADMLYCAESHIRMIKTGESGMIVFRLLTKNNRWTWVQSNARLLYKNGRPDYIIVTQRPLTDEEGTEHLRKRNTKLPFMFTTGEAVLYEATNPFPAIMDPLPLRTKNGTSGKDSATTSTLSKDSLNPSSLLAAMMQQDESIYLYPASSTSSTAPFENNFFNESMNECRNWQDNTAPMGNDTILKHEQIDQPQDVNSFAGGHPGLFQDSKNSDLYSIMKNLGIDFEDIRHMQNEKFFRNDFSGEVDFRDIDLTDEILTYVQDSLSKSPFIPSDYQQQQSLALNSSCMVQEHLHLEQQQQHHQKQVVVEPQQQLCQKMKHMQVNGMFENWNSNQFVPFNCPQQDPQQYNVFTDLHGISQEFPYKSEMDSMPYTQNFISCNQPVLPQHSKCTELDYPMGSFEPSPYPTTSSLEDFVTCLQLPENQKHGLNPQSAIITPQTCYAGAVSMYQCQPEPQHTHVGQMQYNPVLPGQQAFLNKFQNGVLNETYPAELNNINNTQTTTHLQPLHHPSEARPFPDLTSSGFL
# AGP1 TOR yeast: modulators of AGP1-GFP expression in yeast TOR pathway, primary screen, cell-based, multiplex flow cytometry, S. cerevisiae, MLPCN library. GFP response vs DMSO, % at 10 µM. 320,000 compounds, 0.02% hits. 3 h; GFP as percent of DMSO wells;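 active = GFP response relative to DMSO above a set limit, near screen average plus 3 SD, cut at about 150% in these data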;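 also: median GFP channel fluorescence of the gated AGP1 strain per well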
# CIT2-GFP yeast: modulators of CIT2-GFP expression in yeast, primary screen, S. cerevisiae, GFP fusion, multiplex flow cytometry, MLPCN library | S. cerevisiae CIT2-GFP strain, 3 h; 100 means same as DMSO wells | GFP response vs DMSO, % at 10 µM | 320,000 compounds, 0.065% hits;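 active = GFP response relative to DMSO above a set limit, near the screen mean plus 3 SD, cut at about 150% in these data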;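 also: ratio of well median GFP fluorescence to mean of DMSO wells on the plate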
# procasp7 counter: procaspase-7 activators, primary screen, counter-screen for procaspase-3 activator project, biochemical, absorbance, HTS, human. recombinant procaspase-7, Ac-DEVD-pNA absorbance 405 nm; D23A/D198A/D206A triple mutant, cannot self-cleave; scale: DMSO 0, 5 µM enzyme 100. 330,000 compounds, 0.093% hits. activation, % at 8.5 µM;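 active = percent activation above the screen-wide mean plus 3 SD, cut at about 25% in these data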
#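 Assay system – Uncleavable procaspase-7 mutant enzyme · Quantity – 2 µM procaspase-7 mutant as dispensed · Times – 1 h preincubation, 2 h reaction · Dosing – single nominal 8.5 µM compound dose, 0.8% DMSO final · Buffer or medium – Zinc-free 50 mM HEPES buffer, pH 7.4, with NaCl and Triton X-100 · Detection – Epi-absorbance of released pNA at 405 nm, two timepoints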
# Starred values were filed as active, the others as inactive; x = not tested or not shown; [ ] = remark or other dose.
# Below each compound – MEP2-GFP yeast | RPL19A-GFP yeast | LAP4 TOR yeast | procasp3 activ | AHR activator | AGP1 TOR yeast | CIT2-GFP yeast | procasp7 counter
(1) O=C(c1cc(Cl)ccc1[N+](=O)[O-])n1cnc2ccccc21
 : 96 | 103 | 86 | 4 | 0 | 78 | 113 | 1
(2) CN(CCc1ccccn1)C(=O)CCC1CCCN(C(=O)c2c(F)ccc(F)c2F)C1 (stereo not drawn)
 : 97 | 97 | 95 | -8 | -2 | 98 | 89 | -1
(3) CC(C)c1ccc(/C=C2\SC(=S)N(CC(=O)NCCCN3CCOCC3)C2=O)cc1
 : 109 | 103 | 117 | -12 | 5 | 99 | 97 | -21
(4) Cc1ccccc1C(=O)Nc1ccnn1C1CCN(CC2CC=CCC2)CC1 (stereo not drawn)
 : 99 | 110 | 72 | x | x | 96 | 101 | x
(5) Cc1cc(C)nc(SCC(=O)Nc2ccc(N3CCOCC3)cc2)n1
 : 97 | 99 | 86 | -4 | -1 | 100 | 104 | -2
(6) CCOC(=O)C1CCCN(C(=O)c2sc3nc(-c4ccc(OC)cc4)cn3c2C)C1 (stereo not drawn)
 : 104 | 107 | 113 | 6 | 17 | 103 | x | -20
(7) O=C(CNCC1CCCO1)Nc1ccc(N2CCCCCC2)cc1 (stereo not drawn)
 : 101 | 98 | 106 | -1 | 13 | 115 | 102 | 8
(8) Cc1ccc(S(=O)(=O)Nc2cccc(C(=O)NCC(c3ccc(F)cc3)N3CCOCC3)c2)cc1 (stereo not drawn)
 : 102 | 95 | 101 | -2 | 5 | 100 | 90 | 1
(9) CCCCCCn1c(C)nc2c(c1=O)c1nc3ccccc3nc1n2/N=C/c1ccco1
 : 109 | 110 | 109 | 8 | -5 | 109 | 104 | -6
(10) CC(=O)N1CC2(C)CN(C(C)=O)CC(C)(C1)C2=O
 : 100 | 98 | 98 | 4 | 0 | 101 | 107 | -5
(11) Cc1cc(C)cc(OCC(=O)NNC(=O)c2cc3ccccc3o2)c1
 : 98 | 102 | 99 | -1 | 10 | 98 | 102 | 1
(12) CC(=O)c1ccc(S(=O)(=O)Nc2cccc(S(=O)(=O)NC3=NCCC3)c2)cc1
 : 108 | 105 | 109 | 4 | -1 | 107 | 100 | -19
(13) Cc1ccccc1OC(C)C(=O)NCCCN1CCOCC1 (stereo not drawn)
 : 101 | 108 | 96 | -6 | -2 | 99 | 92 | 3
(14) CC(=O)c1c(C)[nH]c(-c2ccccc2)c1C
 : 105 | 99 | 94 | 7 | 2 | 90 | 94 | -7
(15) N/C(=N\OC(=O)CCc1ccccc1)c1ccc(Cl)cc1
 : 93 | 95 | 106 | 8 | -6 | 70 | 90 | 0
(16) COc1cccc(CN2CCN(Cc3c(C)nn(C(C)C)c3C)CC2CCO)c1 (stereo not drawn)
 : 92 | 93 | 87 | -2 | -2 | 97 | 96 | 9
(17) COc1ccc(C(=O)OCC(=O)c2ccc(Cl)s2)c(OC)c1OC
 : 96 | 95 | 119 | 4 | 0 | 100 | 81 | 0
(18) COc1cc2c(cc1OC)C(C1C(=O)CC(C)(C)CC1=O)N(C(=O)CCl)CC2 (stereo not drawn)
 : 95 | 99 | 96 | -10 | -1 | 99 | 96 | -1
(19) CC(OCC(O)CN(C)Cc1nc2ccccc2c(=O)[nH]1)c1ccc(Cl)cc1 (stereo not drawn)
 : 108 | 104 | 102 | 7 | 3 | 109 | 104 | 4
(20) Cc1c(C)c2ccc(O[C@@H]3O[C@H](CO)[C@H](O)[C@H](O)[C@H]3O)c(C)c2oc1=O
 : 114 | 108 | 86 | x | x | 100 | 104 | x

# Along the list, from the results shown:
# AGP1 TOR yeast, entries 12 to 20 → 107, 99, 90, 70, 97, 100, 99, 109, 100

# 3 entries from above, sorted by SMILES length, descending.
# Below each compound – MEP2-GFP yeast | RPL19A-GFP yeast | LAP4 TOR yeast | procasp3 activ | AHR activator | AGP1 TOR yeast | CIT2-GFP yeast | procasp7 counter
(6) CCOC(=O)C1CCCN(C(=O)c2sc3nc(-c4ccc(OC)cc4)cn3c2C)C1 (stereo not drawn)
 : 104 | 107 | 113 | 6 | 17 | 103 | x | -20
(11) Cc1cc(C)cc(OCC(=O)NNC(=O)c2cc3ccccc3o2)c1
 : 98 | 102 | 99 | -1 | 10 | 98 | 102 | 1
(13) Cc1ccccc1OC(C)C(=O)NCCCN1CCOCC1 (stereo not drawn)
 : 101 | 108 | 96 | -6 | -2 | 99 | 92 | 3

# Next section
# Below each compound – MEP2-GFP yeast | RPL19A-GFP yeast | LAP4 TOR yeast | procasp3 activ | AHR activator | AGP1 TOR yeast | CIT2-GFP yeast | procasp7 counter
(21) CCSc1ncc(Cl)c(C(=O)Nc2cc(C)ccc2C)n1
 : 91 | 93 | 100 | 2 | 33 | 107 | 97 | 2
(22) O=C(COC(=O)CCCN1C(=O)c2cccc3cccc(c23)C1=O)Nc1cccc(Br)c1
 : 114 | 99 | 97 | 0 | 1 | 100 | 103 | -12
(23) COc1ccc(NC(=O)CN(C)C(=O)CN2C(=O)NC3(CCCCC3)C2=O)cc1
 : 108 | 94 | 100 | -1 | 0 | 95 | 95 | 10
(24) Cc1ccc(NC(=O)CSCc2c(C)noc2C)cc1C
 : 95 | 95 | 96 | 7 | 26 | 89 | 94 | -3
(25) COc1ccc(-c2csc(N(CCCN(C)C)C(=O)c3ccc(Br)cc3)n2)cc1
 : 112 | 103 | 85 | -8 | 1 | 95 | 104 | -2
(26) CCN1C(=O)[C@H]2[C@@H](c3ccc(-c4ccc(F)cc4)c(OC)c3)N3CCCC[C@@]3(C(=O)OC)[C@H]2C1=O
 : 100 | 105 | 103 | 5 | 1 | 109 | 118 | 7
(27) CCOC(=O)CN(C(=O)CNC(=O)c1ccco1)C(C(=O)NC1CCCCC1)c1cccc(OC)c1 (stereo not drawn)
 : 100 | 97 | 96 | -3 | 4 | 104 | 99 | 3
(28) COc1ccc(NC(=O)CSc2nnc(NC(=O)CN3CCOCC3)s2)cc1
 : 103 | 96 | 91 | -5 | 4 | 99 | 90 | 6
(29) Cc1ccc(S(=O)(=O)N2CCCCC2)cc1C(=O)N(C)CCOc1ccccc1
 : 103[may fluoresce green] | 105[may fluoresce green] | 96[may fluoresce green] | 3 | 2 | 100[may fluoresce green] | 104[may fluoresce green] | 1
(30) CCOC(=O)C1(Cc2ccccc2)CCCN(Cc2ccncc2)C1 (stereo not drawn)
 : 86 | 92 | 101 | 7 | 10 | 92 | 84 | -7
(31) CCc1nnc2sc(-c3ccc(NC(=O)c4ccc5c(c4)OCCO5)cc3)nn12
 : 107 | 101 | 104 | -1 | -1 | 107 | 104 | 2
(32) Fc1cccc(Nc2nc(-c3ccncc3)nc3ccccc23)c1
 : 96 | 100 | 113 | -13 | 33 | 85 | 83 | 9
(33) COC(=O)c1ccccc1NC(=O)c1cc(OC)cc(OC)c1
 : 126 | 101 | 123 | -1 | 13 | 114 | 102 | 7
(34) CCN1C2=C(C(=O)CCC2)C(c2ccc(O)cc2)C2=C1CCCC2=O
 : 96 | 93 | 97 | -4 | 1 | 95 | 92 | 5
(35) CCSc1nnc(NC(=O)CC(C)C)s1
 : 87 | 91 | 94 | 3 | 8 | 88 | 86 | 10
(36) CC(C)=CC(=O)NCc1c(Cl)cccc1-n1cccc1
 : 102 | 97 | 99 | 6 | 0 | 97 | 95 | -67
(37) Cc1cccc(/C=C/c2nc3ccccc3c(=O)n2Cc2ccccc2)c1
 : 98 | 104 | 98 | 4 | -1 | 100 | 97 | 7
(38) COc1ccccc1/C=C/C(=O)OCC(=O)Nc1ccc2c(c1)OCCO2
 : 105 | 101 | 104 | 7 | 0 | 104 | 93 | -4
(39) CC(Sc1ccc(Cl)cc1)C(=O)Nc1ccc(S(=O)(=O)N2CCOCC2)cc1 (stereo not drawn)
 : 101 | 99 | 100 | 7 | -2 | 104 | 106 | 15
(40) CCc1cc(C(=O)OC)c(NC(=O)c2ccoc2C)s1
 : 107 | 104 | 107 | 3 | 4 | 107 | 123 | -4

# The final 3 entries of the section before open the next one.
# Below each compound – MEP2-GFP yeast | RPL19A-GFP yeast | LAP4 TOR yeast | procasp3 activ | AHR activator | AGP1 TOR yeast | CIT2-GFP yeast | procasp7 counter
(38) COc1ccccc1/C=C/C(=O)OCC(=O)Nc1ccc2c(c1)OCCO2
 : 105 | 101 | 104 | 7 | 0 | 104 | 93 | -4
(39) CC(Sc1ccc(Cl)cc1)C(=O)Nc1ccc(S(=O)(=O)N2CCOCC2)cc1 (stereo not drawn)
 : 101 | 99 | 100 | 7 | -2 | 104 | 106 | 15
(40) CCc1cc(C(=O)OC)c(NC(=O)c2ccoc2C)s1
 : 107 | 104 | 107 | 3 | 4 | 107 | 123 | -4
(41) CN(Cc1cccs1)C(=O)c1ccc(S(=O)(=O)NCc2ccco2)cc1
 : 96 | 97 | 106 | 1 | 2 | 109 | 95 | 4
(42) O=C(CCCCn1c(=O)c2ccccc2n(Cc2ccccc2)c1=O)NC1CCN(Cc2ccccc2)CC1
 : 97 | 93 | 100 | 4 | 8 | 98 | 95 | -5
(43) COc1c(C)cccc1C(=O)Nc1ccc(CN2CCOCC2)cc1
 : 104 | 99 | 98 | 3 | 5 | 100 | 104 | 9
(44) CCCNC(=S)N1CCC(Cc2ccccc2)CC1
 : 103 | 102 | 114 | -6 | -3 | 101 | 93 | 3
(45) CCCn1ncc(CN2CCC(C(=O)Nc3cccc(-c4cccc(F)c4)c3)CC2)c1C
 : 103 | 99 | 99 | 3 | 5 | 96 | 97 | 4
(46) CC1CCCN(C(=O)C2CCN(CC(C)c3ccccc3)CC2)C1 (stereo not drawn)
 : 98 | 94 | 99 | 0 | 2 | 94 | 94 | -1
(47) Cc1cccc(NCCC#N)c1
 : 91 | 97 | 84 | 3 | -3 | 89 | 90 | -2
(48) COCC(C)n1c(C)cc(C(=O)COC(=O)c2ccc3ncsc3c2)c1C (stereo not drawn)
 : 99 | 97 | 91 | -1 | 0 | 96 | x | -6
